# Screening results (PubChem)
# NTMT1 inh – Primary qHTS for Inhibitors of N-terminal methyltransferase 1 (NTMT1): MTaseGlo Assay. N-terminal Xaa-Pro-Lys N-methyltransferase 1 (Homo sapiens), Q9BV86. NTMT1 MTase-Glo SAH luminescence, purified enzyme. Potency, µM (doses to about 114 µM), without a hit: at the top dose activity change, negative = inhibition, most hits filed as inhibitors. actives 2.5% (n = 59,000). AID 1645870, 2021;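 further: potency means the concentration at half of the fitted maximal effect; plate controls were DMSO vehicle for no effect and no enzyme for full effect; nearly all actives have a fitted effect of over 65% in size; many of its hits are not listed in these tables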
# GALK inhibitor – qHTS Assay for Inhibitors of Human Galactokinase (GALK): NCGC Sytravon Library Screen | recombinant GALK, Kinase-Glo ATP luminescence, 1 h | AID 1347072, 2019 | Potency, µM (doses to about 57.5 µM), for inactives: at the highest dose activity, negative = inhibition, most hits filed as inhibitors | P51570 | 44,000 tested, under 10 active;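 further: plate controls were full GALK reaction for no effect and reaction lacking GALK for full effect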
#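 5 nM GALK with 35 µM ATP and 100 µM galactose in HEPES pH 8.0, MgCl2, NaCl, DTT, BSA; 1 h RT reaction, remaining ATP detected by Kinase-Glo Plus luminescence after 10 min; qHTS concentration series.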
# B2AR arrestin ag – qHTS assay of beta-arrestin-biased ligands of beta2-adrenergic receptor: NCGC Sytravon Library Screen; HTLA Tango cells, beta-arrestin recruitment, luciferase luminescence, 18 h; 44,000 tested, under 10 active; Potency, µM (titrated, usually from 46.1 µM), for inactives: at the top dose activation, most hits filed as activators; Beta-2 adrenergic receptor (Homo sapiens), P07550; AID 1347077, 2019;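 further: potency means the concentration at half of the fitted maximal effect; 0% = DMSO and full agonism = EC100 isoproterenol or metaproterenol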
#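 Receptor–beta-arrestin recruitment read by tTA-responsive luciferase: compound titrations (up to 46 µM) incubated 18 h with Tango cells, then luminescent substrate 15 min at room temperature. Concentration-response fits classified by r2, efficacy and activity.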
# p53null 32C kill – qHTS Screen for Compounds that Selectively Target Cancer Cells with p53 Mutations: Cytotoxicity of p53 Null Cells at the Permissive Temperature. AID 903, 2007. actives 0.62% (n = 55,000). H1299-neo p53 null cells, ATP luminescence, 24 h, 32C. Potency, µM (highest dose often 46.1 µM), without a hit: top-dose activity change, negative = cytotoxicity, usual class: cytotoxic;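 further: potency means the concentration at half of the fitted maximal effect; 0% = DMSO only and -100% = full killing by 100 µM tamoxifen; nearly all actives have a fitted effect of over 55% in size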
#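 Cells lacking p53 (H1299-neo) are plated at 600 per well and allowed to settle overnight at 37C. Test compounds (up to 46 uM) are added and held 24 hours at 32C, then ATP is quantified by luminescence.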
# TSG101-PTAP inh – qHTS Validation Assay for Inhibitors of HIV-1 Budding by Blocking the Interaction of PTAP/TSG101: Sytravon Library Screen; Potency, µM (highest dose often 115 µM), without a hit: at the highest dose activity change, negative = inhibition, hits mostly inhibitors; 44,000 tested, under 10 active; Fluorescence polarization, FITC-PTAP peptide/Tsg101, 20 min; Tumor susceptibility gene 101 protein (Homo sapiens), Q99816; further: potency means the concentration at half of the fitted maximal effect; 0% is about no effect
# Target sequence (Q99816 whole entry, looked up): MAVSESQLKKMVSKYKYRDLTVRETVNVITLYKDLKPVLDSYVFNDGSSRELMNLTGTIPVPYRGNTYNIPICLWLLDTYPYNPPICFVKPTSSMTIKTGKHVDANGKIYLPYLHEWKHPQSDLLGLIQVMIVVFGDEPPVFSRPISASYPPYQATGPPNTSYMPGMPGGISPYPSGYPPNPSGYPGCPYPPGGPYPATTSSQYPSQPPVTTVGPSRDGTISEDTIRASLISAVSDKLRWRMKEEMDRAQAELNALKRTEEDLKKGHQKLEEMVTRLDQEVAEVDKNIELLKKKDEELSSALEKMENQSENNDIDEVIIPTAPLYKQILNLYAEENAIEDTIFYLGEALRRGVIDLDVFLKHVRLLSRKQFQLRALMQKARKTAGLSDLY
#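 Steps: Tsg101 binding domain (10 uM final) in HEPES pH 7.5/NaCl/Tween 20/EDTA/TCEP; add compound; add FITC-PTAP peptide (50 nM final); incubate 20 min r.t.; read polarization.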
# FH mod – Identification of activators of human fumarate hydratase by quantitative high-throughput screening. Fumarate hydratase, mitochondrial (Homo sapiens), P07954. Potency, µM (top dose mostly 79.9 µM), for the others: top-dose activity change, negative = inhibition, usual class: inhibitors. actives 0.22% (n = 54,000). AID 1347055, 2019. FH coupled MDH/diaphorase resazurin fluorescence, 15 min; further: potency means the concentration at half of the fitted maximal effect; on the % scale 0 is the no-effect control and ±100 the full control effect; the screen sought activators but most active calls are inhibition curves; nearly all actives have a fitted effect of over 45% in size
# Target sequence (P07954 whole entry, looked up): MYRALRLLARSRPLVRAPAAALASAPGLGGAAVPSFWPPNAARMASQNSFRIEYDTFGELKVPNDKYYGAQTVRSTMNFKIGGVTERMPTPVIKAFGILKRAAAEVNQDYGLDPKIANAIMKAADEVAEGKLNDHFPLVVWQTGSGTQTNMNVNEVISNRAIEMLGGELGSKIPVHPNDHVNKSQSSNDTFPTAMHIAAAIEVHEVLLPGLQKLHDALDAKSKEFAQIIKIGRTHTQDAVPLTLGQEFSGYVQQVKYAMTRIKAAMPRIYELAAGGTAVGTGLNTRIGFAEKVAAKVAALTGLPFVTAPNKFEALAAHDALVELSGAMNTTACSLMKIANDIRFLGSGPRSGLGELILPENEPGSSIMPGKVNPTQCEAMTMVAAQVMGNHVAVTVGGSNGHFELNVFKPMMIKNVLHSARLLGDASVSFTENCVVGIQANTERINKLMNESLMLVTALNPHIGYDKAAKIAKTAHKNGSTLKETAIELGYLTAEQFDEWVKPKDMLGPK
# p53null 39C kill – qHTS Screen for Compounds that Selectively Target Cancer Cells with p53 Mutations: Cytotoxicity of p53 Null Cells at the Nonpermissive Temperature. Potency, µM (top dose mostly 46.1 µM), for inactives: at the highest dose activity, negative = cell killing, usual class: cytotoxic. actives 0.97% (n = 55,000). H1299 p53-null (neo) cells, 39C, ATPlite viability, 24 h;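 further: potency means the concentration at half of the fitted maximal effect; 0% = DMSO only and -100% = full killing by 100 µM tamoxifen; nearly all actives have a fitted effect of over 50% in size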
#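 Following overnight plating at 37C (600 cells/well), H1299-neo or H1299-p53A138V cells are dosed up to 46 uM. Incubation lasts 24 hr at 39C before ATP detection.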
# An asterisk follows results filed as active; ? = inconclusive; / = not tested or not shown; [ ] = remark or other dose. The call rests on the fitted dose curve; in most records, active means well fitted curve in the direction sought with a large enough effect; inconclusive means small, poorly fitted or top-dose-only effect, or another doubt; inactive means no such curve, though single readings can be large; an effect the other way counts as inactive or inconclusive. Some of the compounds tested; rates above refer to the full screens.
1: Cc1ccccc1NC(=O)Cn1cc(C(=O)c2cccs2)c2ccccc21
2: CCCCc1ccc(NC(=O)c2ccc3c(c2)CCN3S(=O)(=O)c2ccccc2)cc1
3: COc1ccc(C(=O)Nc2ccc(-c3nnc4n3CCCCC4)cc2)cc1
4: CCCSC1=NC2(CCN(C(=O)NC3CCCCC3)CC2)N=C1c1ccc(OC)cc1
5: CC(Nc1oc(-c2ccc(COc3ccccc3)o2)nc1C#N)c1ccccc1 (stereo not drawn)
6: COc1ccc(NC(=O)CN2CCCN(Cc3ccccc3)S2(=O)=O)cc1
7: Cc1cc(F)ccc1NC(=O)CCS(=O)(=O)c1cc2c3c(c1)CCN3C(=O)CC2
8: CCOC(=O)c1c(NC(=O)/C=C/c2ccc(OCC)cc2)sc(C(C)=O)c1C
Assay by compound	1	2	3	4	5	6	7	8
NTMT1 inh	2%	14%	6%	-1%	9%	34%[activator]	-19%	6%
GALK inhibitor	0%	?	0%	1%	0%	0%	-2%	4%
B2AR arrestin ag	5%	-1%	2%	1%	-3%	0%	-1%	-1%
p53null 32C kill	0%	5%	2%	23%	-9%	-6%	-6%	-3%
TSG101-PTAP inh	-1%	-9%	0%	-4%	7%	5%	-3%	0%
FH mod	-13%	-25%	5%	?	9%	5%	1%	-11%
p53null 39C kill	-12%	-6%	0%	34%[activator]	?	0%	-9%	6%

9: CCc1nn(CC(=O)NC2CC2)c(=O)c2cc3c(OC)cccc3n12
10: Cn1nnnc1SCCCNCc1cccc(OCc2ccc(Cl)cc2)c1
11: CCOC(=O)N1CCc2c(sc(NCc3cccc(F)c3)c2C(=O)Nc2ccc(OCC)cc2)C1
12: Cc1ccc(CNC(=O)CCc2cn(C)c3ccccc23)cc1
13: COc1cc(C(=O)N2CCN(c3ccc(Nc4ccc(C)cc4)nn3)CC2)cc(OC)c1OC
14: CCCCCNc1nc2c(-c3ccccc3)nnn2c2ccccc12
15: COc1ccc(CCNC(=O)CCCn2c(=O)c3ccccc3n(Cc3ccc(C)cc3)c2=O)cc1OC
16: COc1cccc(N2CCN(C(=O)Cn3ncc4c5ccccc5n(C)c4c3=O)CC2)c1
Assay by compound	9	10	11	12	13	14	15	16
NTMT1 inh	/	?	9%	29%	-4%	6%	-11%	1%
GALK inhibitor	-5%	-6%	-1%	0%	-1%	8%	6%	-4%
B2AR arrestin ag	0%	-5%	-2%	1%	-2%	0%	1%	-3%
p53null 32C kill	-5%	2%	13%	-3%	64%[activator]	?	2%	-5%
TSG101-PTAP inh	0%	-1%	-10%	0%	-1%	-2%	4%	2%
FH mod	/	-10%	-17%	-2%	-11%	-2%	0%	2%
p53null 39C kill	-6%	?	20%	-2%	21%	-29%	-6%	-11%

17: Cc1cc(=O)[nH]c2nnc(SCc3ccc(Cl)cc3Cl)n12
18: CCN(CC)c1ccc(NC(=O)CCS(=O)(=O)c2ccc3c(c2)oc(=O)n3C)c(C)c1
19: COc1cc(NC(=O)c2oc3c(c2C)-c2nn(Cc4cccc(Cl)c4)cc2CC3)cc(OC)c1
20: COc1cccc(N2CCN(c3ncnc4c3nc3n4CCCCC3)CC2)c1
21: Cc1ccc(Cl)cc1NC(=O)Cn1c(=O)n(Cc2ccccc2)c(=O)c2oc3ccccc3c21
22: Cn1nnnc1SCCCNCc1ccc(-c2ccc(Br)cc2)o1
23: CCc1ccc(-n2nc(C)c3c(C(=O)Nc4ccc(Cl)cc4)cc(C)nc32)cc1
24: Cc1ccc(S(=O)(=O)c2nc(S(=O)(=O)c3ccccc3)sc2NCCCOC(C)C)cc1
Assay by compound	17	18	19	20	21	22	23	24
NTMT1 inh	10%	-13%	-1%	?	5%	?	11%	5%
GALK inhibitor	1%	2%	3%	0%	3%	1%	3%	?
B2AR arrestin ag	-2%	0%	0%	0%	2%	-4%	0%	-1%
p53null 32C kill	-7%	9%	2%	2%	3%	2%	7%	10%
TSG101-PTAP inh	-1%	-8%	1%	-1%	1%	-19%	-2%	-2%
FH mod	3%	-2%	-21%	-17%	-3%	-1%	?	-7%
p53null 39C kill	17%	7%	-2%	-22%	-14%	-15%	-7%	-15%

# Record cards, from the list above. Values in the order: NTMT1 inh | GALK inhibitor | B2AR arrestin ag | p53null 32C kill | TSG101-PTAP inh | FH mod | p53null 39C kill
# Listed for Cc1ccc(Cl)cc1NC(=O)Cn1c(=O)n(Cc2ccccc2)c(=O)c2oc3ccccc3c21 : 5% | 3% | 2% | 3% | 1% | -3% | -14%
# Listed for Cc1ccc(S(=O)(=O)c2nc(S(=O)(=O)c3ccccc3)sc2NCCCOC(C)C)cc1 : 5% | ? | -1% | 10% | -2% | -7% | -15%
# Listed for Cc1cc(=O)[nH]c2nnc(SCc3ccc(Cl)cc3Cl)n12 : 10% | 1% | -2% | -7% | -1% | 3% | 17%
# Listed for CCc1ccc(-n2nc(C)c3c(C(=O)Nc4ccc(Cl)cc4)cc(C)nc32)cc1 : 11% | 3% | 0% | 7% | -2% | ? | -7%
# Listed for COc1cc(NC(=O)c2oc3c(c2C)-c2nn(Cc4cccc(Cl)c4)cc2CC3)cc(OC)c1 : -1% | 3% | 0% | 2% | 1% | -21% | -2%

# Going on with the list:
25: Cc1ccc(Cn2c(=O)n(Cc3ccco3)c(=O)c3oc4ccccc4c32)cc1
26: CCc1ccc(-n2nc(C)c3c(C)cc(=O)n(CC(=O)N4CCCc5ccccc54)c32)cc1
27: CSc1ncc(C(=O)NCc2ccccc2)c(-c2ccccc2)n1
28: CCCCN(CCCNC(=O)c1cc(Nc2ccc(OC)c(OC)c2)nc2ccccc12)Cc1ccccc1
29: CCCCn1c(CNC(=O)c2ccc(OC)cc2)nnc1SCC(=O)Nc1ccc(OC)cc1
30: CN(C)c1ccc(NC(=O)Cn2nnc3sc4c(c3c2=O)CCC(C(C)(C)C)C4)cc1 (stereo not drawn)
31: CC(C)CNS(=O)(=O)c1ccc(N2CCCCS2(=O)=O)cc1
32: COc1ccc(NC(=O)c2c(NCc3ccc(C)o3)sc3c2CCC(C)C3)c(OC)c1 (stereo not drawn)
Assay by compound	25	26	27	28	29	30	31	32
NTMT1 inh	7%	5%	5%	0%	?	-4%	?	-20%
GALK inhibitor	3%	-1%	0%	9%	0%	8%	0%	3%
B2AR arrestin ag	2%	0%	-1%	0%	1%	-1%	0%	1%
p53null 32C kill	4%	1%	-6%	7%	-2%	-7%	-5%	11%
TSG101-PTAP inh	1%	-4%	43%[activator]	-6%	-2%	0%	-3%	-6%
FH mod	-17%	1%	3%	?	-2%	-20%	-4%	-24%
p53null 39C kill	-10%	1%	7%	?	-14%	-30%	-1%	-25%

33: CCCCOc1ccc(C2=NC(c3ccccc3)=Nc3ccc(OC)cc3N2)cc1
34: Cc1ccc(/C=C/c2onc(C)c2S(=O)(=O)N2CCC(C(=O)Nc3ccccc3C(F)(F)F)CC2)cc1
35: CCCOc1cccc(C(=O)Nc2ccc(-c3cc4ccccc4oc3=O)c(C)c2)c1
36: Cc1ccc(OC(C)C(=O)N2CCN(CCc3ccccn3)CC2)cc1C (stereo not drawn)
37: CC1CCN(C(=O)Cn2c(=O)n(-c3ccc(Cl)cc3)c(=O)c3c4c(sc32)CCC4)CC1
38: COc1cccc(NC(=O)Cn2c(=O)n(Cc3ccc4c(c3)OCO4)c(=O)c3oc4ccccc4c32)c1
39: CCOc1cc(C(=O)Nc2ccc(-c3nc4ccccc4s3)cc2Cl)cc(OCC)c1OCC
40: COc1ccc(Cl)cc1NC(=O)CCCS(=O)(=O)c1nc(-c2ccc(OC)c(OC)c2)cc(C(F)(F)F)n1
Assay by compound	33	34	35	36	37	38	39	40
NTMT1 inh	2%	16%	-4%	31%[activator]	?	2%	-2%	10%
GALK inhibitor	2%	1%	-2%	7%	-1%	2%	-5%	5%
B2AR arrestin ag	0%	-1%	-1%	-3%	1%	0%	-3%	0%
p53null 32C kill	-9%	-5%	6%	-4%	1%	-1%	-1%	?
TSG101-PTAP inh	-1%	0%	-8%	0%	0%	2%	1%	-1%
FH mod	-9%	1%	-20%	-5%	-6%	-6%	-21%	-13%
p53null 39C kill	-11%	?	9%	-18%	-2%	-15%	20%	?

41: CN(CC(=O)Nc1ccc(F)cc1F)S(=O)(=O)c1cccc2nsnc12
42: CN1CCc2nc3sc(C(=O)Nc4ccccc4OC(F)(F)F)c(N)c3cc2C1
43: COc1ccc(CCNC(=O)c2ccc3c(c2)nc(C)n3-c2ccc(Br)cc2)cc1OC
44: Cc1cccc(N2CCN(C(=O)c3nn(C)c4c3CSc3ccccc3-4)CC2C)c1 (stereo not drawn)
45: O=C(c1ccc2c(c1)N(Cc1cccc(F)c1)C(=O)c1ccccc1S2)N1CCCC1
46: CCCn1c2ccccc2c2cnn(CC(=O)Nc3cc(C)c(Cl)cc3OC)c(=O)c21
47: COc1ccc(-c2nc3sc(CCNC(=O)C(=O)Nc4ccc(C)c(C)c4)c(C)n3n2)cc1
48: COc1ccc(CCNC(=O)CCn2c(=O)c3cccn3c3ccc(F)cc32)c(OC)c1OC
49: COc1ccc(OC)c(CCNC(=O)c2cc3c(-c4ccccc4F)nn(C)c3s2)c1
50: CNS(=O)(=O)c1cn(CC(=O)Nc2ccc(C)c(N(C)C)c2)cc1S(=O)(=O)NC
51: CCOC(=O)c1cc(-c2ccccc2)n(CCC(=O)Nc2ccccc2CC)c1C
Assay by compound	41	42	43	44	45	46	47	48	49	50	51
NTMT1 inh	7%	?	5%	13%	?	1%	-22%	-2%	3%	-1%	5%
GALK inhibitor	7%	-1%	-2%	1%	-4%	1%	2%	0%	6%	7%	2%
B2AR arrestin ag	1%	2%	4%	-3%	0%	0%	-2%	-1%	-2%	-1%	-2%
p53null 32C kill	7%	16%	17%	-11%	17%	2%	-7%	7%	20%	-2%	-25%
TSG101-PTAP inh	-4%	2%	1%	-1%	2%	-3%	-6%	2%	2%	0%	0%
FH mod	0%	-8%	?	-10%	-23%	0%	3%	0%	-32%	-12%	-2%
p53null 39C kill	7%	27%	-3%	5%	25%	6%	9%	81%[activator]	11%	-13%	18%
